# FLuc stim CS: affects firefly luciferase, flagging false hits in luciferase stimulation screens; P08659; ATPlite luciferase biochemical, luminescence, 10 min; 0 = ATP-free wells, 1 = DMSO control; activation factor at 10 µM; 200,000 tested, under 10 active; AID 1027;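 active = luciferase activation factor, scaled between plate controls, of at least 2 with compound at 10 µM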
#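 System: luciferase plus luciferin reagent, cell-free; medium: PBS as buffer for the ATP substrate; dosing: test compounds dosed from 2 mM stocks in 100% DMSO; timing: 10 min post-reagent at room temperature; measured by: luminescence measurement of luciferase light output; evaluation: luciferase activation, seen as luminescence increase over controls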
# Diaphorase act: activates diaphorase or chemically reduces, flagging diaphorase assay artifacts | AID 1229 | actives 0.005% (n = 190,000) | Diaphorase/resazurin coupled assay, resorufin fluorescence, 16 min; stronger effect = higher value; 1 = vehicle wells, 0 = NADH-free wells | activation factor at 20 µM;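 active = diaphorase activity raised at least twofold by the compound at 20 µM; inactive = activation factor below 2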
#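 Measured by – red resorufin fluorescence at 544/590 nm excitation/emission · Test system – Clostridium kluyveri diaphorase, purified enzyme · Incubation – reaction time 16 min, room temperature · Buffer or medium – 50 mM HEPES pH 7.4 with 4.542 mM MgCl2, 0.005% Tween 20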
# HMGR II inh: inhibitors of class II HMG-CoA reductase from Enterococcus faecalis | purified E. faecalis HMGR, NADPH absorbance 340 nm kinetic | inhibition, % at 10 µM | actives 0.41% (n = 190,000);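 active = inhibition above a set limit, the median over all tested compounds plus 3 SD, cut at about 9.5% in these data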;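 also: enzyme runs in reverse so mevalonate oxidation gives rising NADPH absorbance; 0% = complete reaction with DMSO and 100% = background rate lacking mevalonate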
# G6PDH counter: counter-screen for G6PDH assay hits: L. mesenteroides G6PDH inhibition; Purified L. mesenteroides G6PDH, diaphorase/resazurin coupled fluorescence, 45 min; actives 0.12% (n = 200,000); inhibition, % at 5 µM; in the data active = inhibition above about 50%
# PMI act satM6P: PMI (human) activation, high substrate; P34949; coupled PMI enzyme assay, resazurin fluorescence, 20 min; stronger effect = higher value; 1 = untreated enzyme, 0 = substrate-free blank; activation factor at 20 µM; actives 0.34% (n = 190,000);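 active = activation factor of 2 or more at 20 µM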
# Target sequence (P34949 whole entry, looked up): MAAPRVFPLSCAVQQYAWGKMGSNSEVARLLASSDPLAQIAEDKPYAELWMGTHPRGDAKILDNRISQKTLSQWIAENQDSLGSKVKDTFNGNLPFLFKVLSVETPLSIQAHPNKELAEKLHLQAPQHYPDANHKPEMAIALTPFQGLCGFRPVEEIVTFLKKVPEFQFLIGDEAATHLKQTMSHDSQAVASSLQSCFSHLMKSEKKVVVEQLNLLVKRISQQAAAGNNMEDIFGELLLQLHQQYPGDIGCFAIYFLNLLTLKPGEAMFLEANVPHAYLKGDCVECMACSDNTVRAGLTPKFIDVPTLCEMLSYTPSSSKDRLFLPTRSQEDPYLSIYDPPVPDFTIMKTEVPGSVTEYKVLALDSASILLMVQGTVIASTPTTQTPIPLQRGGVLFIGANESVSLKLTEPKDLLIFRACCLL
#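 Material: human phosphomannose isomerase with PGI, G6PDH, diaphorase coupling enzymes; amount: PMI at 15 ng/mL final; also added: Mannose-6-phosphate 1.0 mM (near-saturating) plus 0.22 mM NADP+; incubation: enzyme reaction with compound 20 min at room temperature; signal: resorufin fluorescence (Ex 544/Em 590 nm) from resazurin via diaphorase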
# TNAP act hi DEA: increases human TNAP activity under high phosphate acceptor concentration; activation factor at 20 µM; 200,000 tested, under 10 active; purified TNAP, CDP-star luminescence, 1 M DEA, 30 min; stronger effect = higher value; 0 = EDTA background, 1 = DMSO-only activity; P05186;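 active = activation factor at least 2 at 20 µM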
# Target sequence (P05186 whole entry, looked up): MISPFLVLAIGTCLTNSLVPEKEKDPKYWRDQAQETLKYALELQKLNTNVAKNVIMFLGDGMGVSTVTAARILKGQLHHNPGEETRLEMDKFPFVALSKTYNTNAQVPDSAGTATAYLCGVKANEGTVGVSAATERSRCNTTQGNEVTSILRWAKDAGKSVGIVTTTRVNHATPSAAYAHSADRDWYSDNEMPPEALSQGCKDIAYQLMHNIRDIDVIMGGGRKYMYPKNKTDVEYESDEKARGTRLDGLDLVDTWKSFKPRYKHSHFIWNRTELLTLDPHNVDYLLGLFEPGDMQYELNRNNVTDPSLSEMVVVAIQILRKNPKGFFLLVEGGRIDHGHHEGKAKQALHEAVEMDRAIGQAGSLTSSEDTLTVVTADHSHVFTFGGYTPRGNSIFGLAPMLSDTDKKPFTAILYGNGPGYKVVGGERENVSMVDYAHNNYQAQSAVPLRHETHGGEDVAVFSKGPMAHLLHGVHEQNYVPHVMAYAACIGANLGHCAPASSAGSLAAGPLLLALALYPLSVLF
#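 Measured by: Luminescent substrate turnover signal | Test system: Human TNAP | Input: TNAP 1/800 final | Dosing: 20 µM single point | Schedule: 30 min, room temperature | Controls: EDTA wells as negative control, DMSO wells as positive control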
# PMI act: activators of human phosphomannose isomerase. P34949. purified human PMI, coupled resazurin fluorescence, 20 min; stronger effect = higher value; 1 = vehicle control, 0 substrate-free wells. activation factor at 20 µM. actives 0.005% (n = 190,000);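 active = activation factor of 2 or more at 20 µM, relative to plate controls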
# TNAP inh hi DEA: blocks human TNAP under high phosphate acceptor concentration; P05186; purified TNAP, CDP-star luminescence, 1 M DEA; inhibition, % at 20 µM; actives 0.03% (n = 200,000); AID 1135;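 active = over 50% inhibition of tissue-nonspecific alkaline phosphatase at 20 µM in the single-dose screen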;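 also: plate controls were DMSO wells for no effect and EDTA-quenched wells as full inhibition for full effect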
# Diaph inh CS: diaphorase inhibition or chemical oxidation counter-screen | diaphorase resazurin-to-resorufin fluorescence, NADH, 16 min; bacterial (C. kluyveri) enzyme, not human | inhibition, % at 20 µM | actives 0.69% (n = 190,000);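 active = primary screen inhibition at 20 µM above a set limit, cut at about 50% in these data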;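 also: plate controls were DMSO with full reaction for no effect and wells lacking NADH for full effect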
#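 Benchmarks: positive control wells lacking NADH, neutral wells with DMSO only. System: bacterial diaphorase enzyme (C. kluyveri). Input: 0.14 U/mL diaphorase, enzyme working solution. Detection: resorufin fluorescence, excitation 544 nm, emission 590 nm. Times: 16-min room-temperature incubation before reading.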
# TNAP inh noacc: blocks human TNAP activity with no phosphate acceptor present; P05186; purified TNAP, CDP-star luminescence, 30 min; inhibition, % at 20 µM; actives 0.26% (n = 200,000); AID 1012;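 active = tissue-nonspecific alkaline phosphatase inhibition above about 50% at 20 µM in the single-dose screen, limit read from the data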;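 also: 0% = DMSO negative control and 100% = EDTA positive control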
# Starred values were filed as active, the others as inactive; / = no result given.
# The opening six entries as a preview:
SMILES,FLuc stim CS,Diaphorase act,HMGR II inh,G6PDH counter,PMI act satM6P,TNAP act hi DEA,PMI act,TNAP inh hi DEA,Diaph inh CS,TNAP inh noacc
Cc1cc(NC(=O)c2cnn3c(C(F)(F)F)cc(-c4ccccc4)nc23)no1,1,0.9,-2,5,1,1,0.9,-2,11,-5
COc1cc(/C=N/N2C(=O)C3C4c5ccccc5C(c5ccccc54)C3C2=O)ccc1O (stereo unspecified),1,1.1,-4,-9,1.1,1,1.1,-1,-12,-30
Cc1[nH]c(=O)c(C(=O)/C=C/c2ccccc2)c2c1CCCC2,1.1,0.8,4,-24,0.8,1,0.8,-4,22,-11
O=C(CNC(=O)c1cccc(Br)c1)N/N=C/c1ccc[nH]1,1.1,0.7,-1,9,0.7,1,1.3,-1,30,1
CCC1=Nc2cc(C(=O)NCc3ccco3)ccc2Sc2ccc(Cl)cc21,1,0.8,1,10,1,1,0.9,1,19,-18
O=C(CCNC(=O)c1ccc(Br)o1)NC1CCCC1,1.1,0.9,1,6,1,1,1.1,0,6,-1

# The whole of this part, repeating the preview:
SMILES,FLuc stim CS,Diaphorase act,HMGR II inh,G6PDH counter,PMI act satM6P,TNAP act hi DEA,PMI act,TNAP inh hi DEA,Diaph inh CS,TNAP inh noacc
Cc1cc(NC(=O)c2cnn3c(C(F)(F)F)cc(-c4ccccc4)nc23)no1,1,0.9,-2,5,1,1,0.9,-2,11,-5
COc1cc(/C=N/N2C(=O)C3C4c5ccccc5C(c5ccccc54)C3C2=O)ccc1O (stereo unspecified),1,1.1,-4,-9,1.1,1,1.1,-1,-12,-30
Cc1[nH]c(=O)c(C(=O)/C=C/c2ccccc2)c2c1CCCC2,1.1,0.8,4,-24,0.8,1,0.8,-4,22,-11
O=C(CNC(=O)c1cccc(Br)c1)N/N=C/c1ccc[nH]1,1.1,0.7,-1,9,0.7,1,1.3,-1,30,1
CCC1=Nc2cc(C(=O)NCc3ccco3)ccc2Sc2ccc(Cl)cc21,1,0.8,1,10,1,1,0.9,1,19,-18
O=C(CCNC(=O)c1ccc(Br)o1)NC1CCCC1,1.1,0.9,1,6,1,1,1.1,0,6,-1
O=C(CN1C(=O)CSC1=O)NC1CCCCC1,1.1,1,-1,3,1,1,1,0,4,-31
Cc1ccc(S(=O)(=O)N2CCOCC2)cc1NC(=O)COC(=O)c1ccc2c(c1)OCCO2,1,0.9,-5,0,0.9,1,0.9,-1,14,-1
CCOC(=O)CCSc1nc(C)c2ccccc2n1,1,0.9,4,-1,1,1,1,-4,11,-2
Cc1cccc(NC(=O)CC2NC3CCCCC3NC2=O)c1 (stereo unspecified),1,1.1,-6,4,1.1,1,1,1,-13,-8
CCCC(=O)NC(c1ccc(OC)cc1)c1ccc2cccnc2c1O (stereo unspecified),1,0.7,-2,16,0.6,1.1,0.8,-8,35,-16
O=C(Nc1ccccc1)NC1CCCc2ccccc21 (stereo unspecified),1.1,0.9,-5,3,0.9,1.1,0.9,-6,15,-13
NS(=O)(=O)c1ccc(CCNC(=O)COC(=O)CN2C(=O)C3CCCCC3C2=O)cc1 (stereo unspecified),1,1,2,1,1.1,1,1.1,-1,-1,-7
COc1ccc(CCNC(=O)C2CCN(S(=O)(=O)c3ccc(Cl)cc3)CC2)cc1OC,1.1,0.9,5,1,1,1,1,3,12,-5
O=c1[nH]n(-c2ccccn2)c(=O)c2ccccc12,1,1,-7,4,1.1,1,1.1,-3,4,3
O=C(Cn1cnc2ccccc2c1=O)NCc1cccs1,1.1,0.9,-2,15,0.6,1,1.1,-4,12,1
Cc1ccsc1/C=N/NC(=O)C1CC(=O)N(c2ccccc2)C1 (stereo unspecified),1,0.9,-11,7,0.9,1,0.9,0,11,-12
COCCN1Cc2cccc(C(=O)Nc3ccc4c(c3)OCCO4)c2C1=O,0.9,0.7,-2,3,0.8,1,0.9,-2,27,-2
COC(=O)c1ccc(CSc2nnc(NC(=O)c3cc4c(s3)CCCC4)s2)cc1,1,1,-1,0,1.1,1.1,1.1,-7,1,-12
CCN(CC)CCSc1nc(O)c(Cc2ccccc2)c(=O)n1-c1ccccc1,1,1,0,3,1,1,1,-2,2,-6
CSCc1cc(N2CCOCC2)nc(-c2ccccc2)n1,1,1,-1,1,1.1,1,1.2,2,2,-7
NS(=O)(=O)c1ccc(CCNCc2cccs2)cc1,1,1.1,-5,8,1.1,1,1,-3,-12,-9
COc1cccc(C(=O)N(c2ccc(OC)cc2OC)C2C=CS(=O)(=O)C2)c1 (stereo unspecified),1.1,0.9,4,12,1,1,1.1,-3,11,-4
O=C(C1CCCN(Cc2cccc(F)c2)C1)N1CCCCC1 (stereo unspecified),1.1,0.8,0,3,1,1,0.9,-3,16,8
COc1ccc(CC(=O)Nc2nnc(C)s2)cc1,1,1,-10,10,1,1,0.9,0,1,-5

# (next part)
SMILES,FLuc stim CS,Diaphorase act,HMGR II inh,G6PDH counter,PMI act satM6P,TNAP act hi DEA,PMI act,TNAP inh hi DEA,Diaph inh CS,TNAP inh noacc
C=CCN(c1ccccc1)S(=O)(=O)c1ccc2c(c1)oc(=O)n2C,1.1,0.8,1,2,0.9,1.1,1,-6,23,-7
CCOC(=O)C(NC(=O)c1ccc(OC)cc1)(N1CCOCC1)C(F)(F)F (stereo unspecified),1.1,0.8,-3,-9,0.9,1.1,0.9,-5,22,-15
CCOc1ccc(OCC)c(NC(=O)CCSCCc2ccccn2)c1,1,0.9,-1,2,1,1,1.1,-3,8,-13
CN(C)/C=C/C(=O)c1ccccc1F,1.1,1,-10,4,1,1,1,-2,4,7
COc1ccccc1NC(=O)CSc1nc2sc(C)c(C)c2c(=O)n1Cc1ccco1,1,0.8,-3,2,0.8,1,0.9,-3,24,-6
COc1ccc(CCN2C(=O)C3C(C2=O)C2C=CC3C23CC3)cc1OC (stereo unspecified),1.1,1.1,-2,15,1.2,1.1,1.1,-7,-9,10
CCN(CC)C(=O)Oc1ccc2cc(Br)ccc2c1,1,0.9,3,-1,1,1,1,0,11,-5
CCN(CC)S(=O)(=O)c1ccc(Nc2cc(C)nc3ncnn23)cc1,1,0.9,-2,-5,0.9,1,0.9,-3,10,-8
COc1ccc(NC(=S)NC2CC3CCCC(C2)N3C2CC2)cc1 (stereo unspecified),1,0.8,-4,8,0.9,1.1,0.9,-5,22,-8
CC(C)NC(=O)NC(=O)CSc1nncs1,1.1,1,-1,-3,1,1.1,1,-6,4,-8
COCC(=O)Nc1ccc([N+](=O)[O-])cc1OC,1,1,-5,4,1.1,1,1.1,4,1,-6
CC(=O)Nc1ccc(S(=O)(=O)Nc2ccc(N3CCOCC3)cc2)cc1,1.1,0.9,1,-4,1,1,0.9,-3,14,-8
Cc1ccc(NC(=O)C2C3CCCC2C3c2ccccc2)cc1 (stereo unspecified),1,1,1,10,1.1,1,1.1,-2,-1,-28
COc1ccc(CC2(CO)CCN(Cc3cnc(-c4ccccc4C)nc3)CC2)cc1,1.1,/,-1,7,/,1,/,-1,/,-1
CN(Cc1ccccc1)C(=O)c1ccc([N+](=O)[O-])o1,1,0.9,-1,14,0.9,0.9,0.8,5,6,-9
COc1ccccc1-c1nc(C#N)c(N2CCN(C(c3ccccc3)c3ccccc3)CC2)o1,1,0.8,-3,-2,0.9,1,0.8,-4,22,-9
[O-][n+]1ccc(C2CC2)cc1,1,0.9,1,0,0.9,1,0.8,-3,14,-9
CSc1nc(C)cc(SC(C(C)=O)C(=O)Nc2ccccc2)n1 (stereo unspecified),1.1,0.8,-2,12,1.5,1,1.2,0,19,-1
CCSc1nc(N)c2c3c(sc2n1)CN(C)CC3,1,0.9,-9,-2,1.1,1,0.9,-4,14,-1
CC1CCN(S(=O)(=O)c2ccc(C(=O)NNC(=O)C3CC3)cc2)CC1,1.1,1.3,-6,12,1.1,1.1,1.1,-11,-26,-13
Cc1nc2ccccc2c2c1C(=O)N(Cc1cccnc1)C2=O,1,0.9,/,-2,0.9,1.1,0.9,-7,10,-9
COc1ccc(NC(=O)Cc2nc3ccccc3[nH]2)cc1,1,0.9,-3,9,0.9,1,1,-3,7,-12
CCCC(c1nnnn1Cc1ccc(OC)cc1)N1CCN(c2ccccc2OC)CC1 (stereo unspecified),1,0.8,0,5,1.1,1,1,4,16,-4
CCCc1cc(C(=O)Nc2ccc(C(C)=O)cc2)no1,1,1.1,-2,18,0.9,1,0.9,-4,-7,-16
CCN(CC)CCNC(=O)c1ccc(Sc2ccc(C)cc2)c(NC(C)=O)c1,0.9,1.1,2,-5,1.1,1,1.1,3,-14,-4

# Following part.
SMILES,FLuc stim CS,Diaphorase act,HMGR II inh,G6PDH counter,PMI act satM6P,TNAP act hi DEA,PMI act,TNAP inh hi DEA,Diaph inh CS,TNAP inh noacc
CCn1cnc2c1c(=O)n(Cc1nnc3n1-c1ccccc1SC3)c(=O)n2Cc1ccccc1,1,0.9,-4,18,0.9,1,0.8,-4,14,-5
CCC(C)N(C(=O)CSc1nc(-c2ccccc2)cs1)C1CCS(=O)(=O)C1 (stereo unspecified),1,0.8,-4,0,1,1.1,0.9,-8,19,-15
OCCC1CN(Cc2cnc(N3CCCC3)s2)CCN1Cc1ccccc1 (stereo unspecified),1,0.9,-5,10,0.9,1,0.8,-1,11,-2
Cc1nn(C)c(C)c1S(=O)(=O)N1CCCC(C(=O)NC2CCCCC2)C1 (stereo unspecified),1.1,0.9,-5,3,1,1,1,-1,12,-11
CS/C(=N\N(C)C(N)=O)c1ccccc1,1.1,0.9,-5,1,1,1.1,1,-5,14,-10
O=C(NCCCN1CCCC1=O)c1cc(-c2cccnc2)nc2ccc(Cl)cc12,1,1,-3,5,0.9,1,1,-3,3,-4
Cc1ccc(Nc2nc(N)nc(-c3oc4ccccc4c3C)n2)cc1,1.1,0.9,-3,12,0.9,1.1,1,-5,11,4
CSc1nsc2nc(=O)c(/C=C3\C=Nc4ccccc43)c(N)n12,1,0.8,-8,-6,1,0.9,1.1,11,19,27
O=C(CN(Cc1ccco1)C(=O)CNS(=O)(=O)c1ccccc1)NCc1ccc(F)cc1,1.1,0.9,-8,3,0.9,1,0.9,0,10,-8
Cc1cc(Cl)cc(Cl)c1OCCOc1cccc2cccnc12,1,0.8,-2,-3,0.9,1.1,0.9,-6,21,-20
CCOC(=O)C1=C(C)N(C)C(=O)NC1c1ccccc1OC (stereo unspecified),1,0.9,-6,-11,0.9,1,0.9,1,13,-8
Cn1c(=O)n(CCOc2ccccc2Cl)c2ccccc21,1,0.9,-2,5,1,1.1,1,-7,10,-6
